TRHR ag: activates the human TRH receptor; TRHR cells, calcium flux fluo-8, FDSS agonist mode; 0.18% of 360,000 active; activation, % at 2 µM; AID 493084; in the data active = activation above about 30%; also: 0% is about no effect
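Fluo-8-loaded TRHR cells; 10 s baseline, compound added, kinetic Ca2+ fluorescence read 1/s, agonist mode.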
D2 antagonist: antagonists of human D2 dopamine receptor; P14416; inhibition, % at 10 µM; AID 485344; HEK293 TREx D2 cells, calcium flux, dopamine EC80; 2% of 340,000 active; in the data active = inhibition above about 30%; also: 0% is about no effect
Target sequence (P14416 whole entry, looked up): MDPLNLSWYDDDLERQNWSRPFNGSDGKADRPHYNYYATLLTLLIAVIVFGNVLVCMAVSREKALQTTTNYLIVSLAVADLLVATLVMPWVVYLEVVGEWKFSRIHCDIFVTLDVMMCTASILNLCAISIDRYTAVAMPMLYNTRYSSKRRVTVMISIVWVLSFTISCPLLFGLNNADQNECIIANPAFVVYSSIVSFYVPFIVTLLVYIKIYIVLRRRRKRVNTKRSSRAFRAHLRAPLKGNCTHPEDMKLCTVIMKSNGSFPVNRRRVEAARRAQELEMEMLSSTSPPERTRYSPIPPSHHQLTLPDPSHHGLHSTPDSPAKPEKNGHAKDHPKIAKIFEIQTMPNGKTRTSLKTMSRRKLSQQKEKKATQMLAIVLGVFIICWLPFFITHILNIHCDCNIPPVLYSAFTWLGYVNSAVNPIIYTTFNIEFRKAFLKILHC
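Cells plated overnight at 30 C with tetracycline; no-wash calcium dye, 30–90 min RT; 10 s baseline; compound pinned; 180 s read; EC80 dopamine added; another 180 s read.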
mIDH1 inhibitor: blocks human mutant IDH1 R132H enzyme; AID 602179; 0.093% of 390,000 active; IDH1-R132H enzyme, NADPH consumption, diaphorase/resazurin fluorescence; Potency, µM (highest dose often 76.6 µM), without a hit: top-dose activity change, negative = inhibition, most hits filed as inhibitors; O75874; also: potency is read from the fitted curve at half-maximal effect; % is scaled to controls: 0 for no effect and ±100 for the full control effect; nearly all actives have a fitted effect of over 65% in size
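IDH1-R132H (0.5 ug/mL dispensed) in pH 7.5 Tris buffer was preincubated 30 min with compound, then given a substrate mix of 0.016 mM NADPH and 2 mM alpha-KG for 80 min at room temperature; remaining NADPH was read by diaphorase/resazurin fluorescence.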
USP1 inh: blocks the human USP1/UAF1 deubiquitinase complex. O94782. recombinant USP1/UAF1, Ub-Rhodamine cleavage fluorescence. Potency, µM (series often up to 57.1 µM), without a hit: top-dose activity change, negative = inhibition, actives largely listed as inhibitors. 0.23% of 390,000 active; also: potency is read from the fitted curve at half-maximal effect; % is scaled to controls: 0 for no effect and ±100 for the full control effect; nearly all actives have a fitted effect of over 60% in size; inactives centre near -12
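Step one: compound is pinned into 1nM USP1/UAF1 in HEPES pH 7.8 buffer with TCEP. Step two: 15 min room-temperature incubation. Step three: Ub-Rho (150nM final) starts cleavage, tracked by fluorescence over six one-minute reads.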
TrxR1 substrate: is turned over as a substrate by rat TrxR1. O89049. purified TrxR1 substrate turnover, NADPH consumption readout. Potency, µM (top dose mostly 114 µM), inactives show at the highest dose activity change, negative = substrate turnover. 0.01% of 390,000 active. AID 588456; also: potency is read from the fitted curve at half-maximal effect; % is scaled to controls: 0 for no effect and ±100 for the full control effect; nearly all actives have a fitted effect of over 50% in size
Target sequence (O89049 whole entry, looked up): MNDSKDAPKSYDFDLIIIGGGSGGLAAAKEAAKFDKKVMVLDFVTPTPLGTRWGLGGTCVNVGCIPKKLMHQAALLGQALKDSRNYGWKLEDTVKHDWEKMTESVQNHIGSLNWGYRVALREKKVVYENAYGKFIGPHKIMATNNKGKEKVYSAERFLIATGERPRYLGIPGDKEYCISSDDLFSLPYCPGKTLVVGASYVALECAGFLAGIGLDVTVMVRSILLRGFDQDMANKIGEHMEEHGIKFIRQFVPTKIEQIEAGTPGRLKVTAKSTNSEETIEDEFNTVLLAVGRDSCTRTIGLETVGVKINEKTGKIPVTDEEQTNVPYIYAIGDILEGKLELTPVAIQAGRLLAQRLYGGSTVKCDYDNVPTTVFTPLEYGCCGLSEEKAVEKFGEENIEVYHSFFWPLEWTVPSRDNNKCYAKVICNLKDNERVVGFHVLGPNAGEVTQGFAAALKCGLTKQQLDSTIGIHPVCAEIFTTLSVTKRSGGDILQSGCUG
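Rat TrxR1, dispensed at 90 nM, was prereduced with 400 uM NADPH (final) for 5 min at ~22 deg C, then incubated with compound 15 min before 400 uM selenite. A first-read NADPH fluorescence drop versus no-compound background flagged substrates.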
D2 ag: D2 dopamine receptor (human) agonism; P14416; HEK293 T-REx D2 cells, calcium flux agonist mode; activation, % at 2 µM; 0.53% of 340,000 active; AID 485358;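 active = activation over 3 SD above normal in the single-dose calcium agonist read, cut at about 30% in these data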; also: 0% is about no effect
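In this primary screen, compounds producing a positive calcium signal within 180 s of addition to tetracycline-induced, force-coupled HEK293 Trex D2 cells are flagged; cells are dye-loaded with a no-wash calcium kit beforehand.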
PI4K2A block: PI4K2A (human) kinase inhibition; Q9BTU6; 0.13% of 420,000 active; purified PI4K2A, ADP-Glo luminescence, 1 h; active compounds read low; activity change, negative = inhibition, % at 76.9 µM; in the data active = activity change below about -50%; inconclusive = mostly about -30% to -49%;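 also: -100% = wells without enzyme as full effect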
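PI4K2A activity was measured by ADP-Glo luminescence: enzyme (4 ug/mL stock) and phosphatidylinositol (1.2 mM stock) in Tris pH 7.5/MgCl2/EGTA/Triton X-100 buffer were reacted with ATP (300 microM stock) for one hour at ambient temperature.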
TRHR enhancer: allosterically enhances the human TRH receptor; 0.66% of 360,000 active; TRHR cells, fluo-8 calcium fluorescence, EC20 TRH enhancement; P34981; enhancement, % at 2 µM; in the data active = enhancement above about 30%; also: 0% is about no effect
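Enhancer read-out: after compound pinning and an initial kinetic agonist-mode read, an EC20 of TRH (10 nM final) was injected and fluo-8 calcium signal (Ex 480/Em 530) followed at 1 s/cycle for 100 cycles in TRHR-expressing cells.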
rTrxR1 inhibitor: inhibitors of rat thioredoxin reductase 1. Potency, µM (top dose mostly 114 µM), for inactives: top-dose activity change, negative = inhibition, most hits filed as inhibitors. 1% of 390,000 active. recombinant rTrxR1, NADPH fluorescence consumption, selenite substrate. O89049; also: potency is read from the fitted curve at half-maximal effect; % is scaled to controls: 0 for no effect and ±100 for the full control effect; nearly all actives have a fitted effect of over 65% in size
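Rat TrxR1 (90 nM in the dispensed reagent) was pre-reduced with 400 uM NADPH for 5 min at room temperature, then incubated with compound for 15 min. After 400 uM selenite was added, NADPH fluorescence (Ex 340/Em 450 nm) was followed for 8 min.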
Active calls of the source: *; ? = inconclusive; . = not tested or not shown; & = joins results of further samples; [ ] = dose if it differs, or a comment. Unless noted, calls follow the shape of the dose curve; as a rule, active = well fitted inhibition curve with a large enough effect; inconclusive = small, poorly fitted or top-dose-only effect; inactive = no such curve, though single readings can be large or run the other way.

SMILES	TRHR ag	D2 antagonist	mIDH1 inhibitor	USP1 inh	TrxR1 substrate	D2 ag	PI4K2A block	TRHR enhancer	rTrxR1 inhibitor
C=C(C)CN(CC)C(=O)CSc1nc(O)cc(=O)n1C1CCCC1	0.8	10	3%	-4%	4%	3.7	-1	0	14%
CCn1c(SCC(=O)C(C)(C)C)nnc1-c1ccccn1	0.3	-12	-4%	1%	6%[57.1 µM]	.	0	3	?
O=C(O)c1c(Cl)nc2ccccn12	0.4	8	17%	-16%	2%	1.2	0	-4	12%
CC(=O)c1ccc(-n2c(=O)[nH]c(=O)c3c(N)c(C(=O)c4ccc(Cl)cc4)sc32)cc1	1.1	.	-3%	-24%	5%[57.1 µM]	.	-2	-2	26%[57.1 µM]
CCC(c1nnnn1C1CCCC1)N1CCN(c2ccccc2)CC1 (stereo unspecified)	1.5	52*	8%	-14%	-11%	2.2	-4	1	8%[57.1 µM]
Cc1cc(N2CCOCC2)nc(N2CCOCC2)n1	0.2&0.9	1&12	6%	-15%	4%[57.1 µM]	-0.5&-0.9	3	-2&2	9%[57.1 µM]
O=C(O)CCCNC(=O)Cc1ccccc1	-0.4	-4	5%	-21%	5%[57.1 µM]	1.4	5	3	21%[57.1 µM]
CC(=O)c1cc2c(=O)c3cc(C)ccc3oc2nc1C	-0.4	-17	8%	-12%	24%	0.9	0	0	17%
O=C(CSc1nnc(CNC(=O)c2c(F)cccc2F)o1)NCc1ccco1	0.7	4	13%	2%	-8%	1.1	-2	3	-21%
Cc1cc(C)nc(NC(=O)c2cc(-c3ccc(C)s3)nc3ccccc23)c1	0.1	0	1%	-9%	70%[activator]	-0.7	0	-1	32%
COc1ccc(NS(=O)(=O)c2ccc3c(c2)CCC(=O)N3)cc1O	0.3	.	8%	-14%	4%[57.1 µM]	.	-3	2	14%[57.1 µM]
COc1ccc(C(=O)Nc2cc(=O)n(C)c(=O)n2C)cc1OC	-1.1	5	-6%	-15%	-7%	-0.5	-9	-4	5%
CCc1ccccc1NC(=O)Cn1nnc(-c2cccnc2)n1	0.3	1	8%	-16%	-1%	-0.4	3	-7	2%
CCNC(=S)N(CCCN(CC)CC)Cc1cc2cc3c(cc2[nH]c1=O)OCO3	-0.5	-4	3%	-14%	46%[activator]	-1.5	-2	0	-13%
O=C(NCCN1CCOCC1)c1cc2ccccc2o1	0.3	19	3%	-15%	9%[57.1 µM]	-0.3	-2	-1	1%[57.1 µM]

Records above marked active in D2 antagonist.
| canonical_smiles | TRHR ag | D2 antagonist | mIDH1 inhibitor | USP1 inh | TrxR1 substrate | PI4K2A block | TRHR enhancer | rTrxR1 inhibitor |
| --- | --- | --- | --- | --- | --- | --- | --- | --- |
| CCC(c1nnnn1C1CCCC1)N1CCN(c2ccccc2)CC1 (stereo unspecified) | 1.5 | 52* | 8% | -14% | -11% | -4 | 1 | 8%[57.1 µM] |

Later entries
SMILES	TRHR ag	D2 antagonist	mIDH1 inhibitor	USP1 inh	TrxR1 substrate	D2 ag	PI4K2A block	TRHR enhancer	rTrxR1 inhibitor
O=C(COC(=O)c1cc2ccccc2oc1=O)Nc1cccc(Br)c1	-0.5	12	-3%	-1%	-16%	-0.4	3	0	-17%
CCc1ccc(C(=O)NC(CC(C)C)C(=O)O)cc1 (stereo unspecified)	-0.1	11	0%	-10%	8%	0.2	0	-3	16%
COc1ccccc1C(=O)NC(=O)COC(=O)c1cccc(C)c1O	0.2	2	6%	-28%	6%	-0.2	1	-18	8%
CCOC(=O)COc1ccc2c(C)cc(=O)oc2c1C(=O)c1ccccc1	-4.6	1	10%	-9%	-20%[57.1 µM]	-0.9	-4	-1	28%[57.1 µM]
COc1ccc(C2NC(=O)NC3=C2C(=O)CCC3)cc1 (stereo unspecified)	0.8	-1	1%	-14%	-2%	2.7	1	12	15%
Cc1ccc(NS(=O)(=O)c2ccc(C(=O)N3CCCC(C(F)(F)F)C3)cc2)cc1 (stereo unspecified)	16	-11	5%	-20%	3%	27	-2	-3	9%
Cc1ccc(C)c(S(=O)(=O)N2CCCCC2CCNC(=O)C(=O)NC2CCCC2)c1 (stereo unspecified)	-1.7	-2	-7%	-6%	-11%	0.0	-4	-4	6%
COc1cc2nc(NCCc3ccccc3)n3nc(-c4cccnc4)nc3c2cc1OC	0.3	.	0%	-16%	0%	1.0	0	-2	9%
COc1ccc(-c2nn(-c3ccccc3)cc2/C=C(\C#N)S(=O)(=O)c2ccccc2)cc1OC	0.0	21	-4%	4%	2%	-0.3	0	2	-1%
CCOc1ccccc1NC(=O)CN1C(=O)COc2ccc(S(=O)(=O)N3CCCCCC3)cc21	0.0	.	-11%	-4%	-2%	-1.2	3	-10	19%
Cc1ccc(-c2noc(CCC(=O)NCc3ccccc3CN3CCOCC3)n2)cc1	0.7	9	8%	-17%	1%	-1.9	-6	7	3%
O=C(COC(=O)c1ccccc1S(=O)(=O)N1CCCCC1)NCC(F)(F)F	1.0	-3	1%	-2%	-1%	-0.3	3	8	4%
CCC(OC(=O)c1cccs1)C(=O)NCc1ccco1 (stereo unspecified)	0.1	3	9%	-9%	-14%	0.1	-5	-1	-28%
CCOc1ccc(CCNC(=O)C2CCN(S(=O)(=O)CC)CC2)cc1OCC	0.6	8	2%	-21%	1%	0.6	2	-2	16%
CN(N)C(=S)Nc1ccc(F)cc1	1.9	1	-10%	-8%	-3%	0.8	5	3	-11%
O=P(c1ccccc1)(c1ccccc1)C1CCCO1 (stereo unspecified)	0.5	11	7%	-7%	5%	0.1	-5	-2	4%
Cc1cc(C)nc(SCC(=O)Nc2ccc(S(=O)(=O)NC(C)(C)C)cc2)n1	0.6	12	7%	9%	9%	1.4	-2	-5	30%
Cc1ccc(CNC(=O)c2ccc(N3CCC4(CC3)CC(c3ccccc3)=NO4)c(N)c2)cc1	-0.7	1	4%	-19%	10%[57.1 µM]	0.3	1	2	19%[57.1 µM]
O=S(=O)(CCN1CCN(c2ccccc2O)CC1)c1cc(Cl)ccc1Cl	0.7	3	4%	-22%	-2%	16	-1	7	?
COc1cc(C(=O)O)ccc1OCc1c(C)noc1C	0.6	-2	13%	-24%	3%[0.457 µM]	-0.2	-2	2	7%
Cc1cc(C)c(C#N)c(SCCS(=O)(=O)Cc2ccc(Cl)cc2)n1	-0.4	-15	1%	-11%	2%	-2.6	-2	5	9%
CCN(CC)CCCNC(=O)CSc1nc(C)cc(C)n1	0.4	-44	7%	-14%	14%[57.1 µM]	1.1	0	-10	11%[57.1 µM]
Cc1ccc(C)c(NC(c2ccccc2)c2nnc(-c3ccccc3F)o2)c1 (stereo unspecified)	-1.1	.	0%	-16%	2%	-1.2	-2	14	10%
Cc1ccc(C)c(S(=O)(=O)c2nnn3c2nc(Nc2ccc(F)c(Cl)c2)c2sccc23)c1	0.4	.	?	-6%	15%	0.4	1	15	36%[activator]
CCOC(=O)c1ccc(Nc2ncnc3c2cnn3C)cc1	0.9	9	1%	?	6%	1.1	0	-7	0%
O=C(O)C1=NN(c2ccccc2)C(=O)CC1	0.5	.	4%	-20%	5%	.	-1	-4	20%
COc1ccc2[nH]c3c(c2c1)CCN1C(=O)C(CC(=O)NC(C)(C)C)C[C@H](C(=O)N2CCOCC2)[C@@]31CCC1CCCC1 (stereo partly specified)	.	.	-6%	-15%	-1%	.	6	.	27%
N#CC1=C(N)Oc2n[nH]c(-c3cccnc3)c2C1c1ccc([N+](=O)[O-])o1 (stereo unspecified)	-0.3	8	4%	-26%	-6%	1.4	-5	-1	?
O=C(CN(C(=O)CNC(=O)c1cccs1)c1ccccc1F)NC1CCCCC1	-0.6	-5	4%	-9%	5%	-0.1	-3	16	22%

Entries above that contain a COOH group:
SMILES	TRHR ag	D2 antagonist	mIDH1 inhibitor	USP1 inh	TrxR1 substrate	D2 ag	PI4K2A block	TRHR enhancer	rTrxR1 inhibitor
O=C(O)c1c(Cl)nc2ccccn12	0.4	8	17%	-16%	2%	1.2	0	-4	12%
O=C(O)CCCNC(=O)Cc1ccccc1	-0.4	-4	5%	-21%	5%[57.1 µM]	1.4	5	3	21%[57.1 µM]
CCc1ccc(C(=O)NC(CC(C)C)C(=O)O)cc1 (stereo unspecified)	-0.1	11	0%	-10%	8%	0.2	0	-3	16%
COc1cc(C(=O)O)ccc1OCc1c(C)noc1C	0.6	-2	13%	-24%	3%[0.457 µM]	-0.2	-2	2	7%
O=C(O)C1=NN(c2ccccc2)C(=O)CC1	0.5	.	4%	-20%	5%	.	-1	-4	20%

The order is random. About 3.9% of those tested had a hit in this group.
